V-ATPase pH = yeast V-ATPase proton transport regulation by pHLuorin; S. cerevisiae, pHLuorin cytosolic pH fluorescence; response, % at 10 µM; hit rate 0.37% among 350,000; in the data active = response mostly above about 7.3%, no sharp cut-off; inactive = mostly below about 5.4%; note: actives read high; inactives centre near 0; some compounds called inactive have numbers as strong as hits
Keap1 Nrf2 FP = Keap1-Nrf2 (human) interaction inhibition. Q14145. Keap1 Kelch-Nrf2 peptide fluorescence polarization, 1536-well. inhibition, % at 9.4 µM. hit rate 0.15% among 340,000; in the data active = inhibition above about 12%;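 note: human Keap1 Kelch domain with fluorescein labeled Nrf2 9mer peptide probe; 0% = neutral control wells and 100% = peptide positive control; higher means more block of Keap1 binding to Nrf2 peptide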
DSG3 Ab inh = blocks pemphigus antibody binding to human desmoglein-3 | hit rate 0.48% among 310,000 | DSG3-coupled beads, scFv-anti-DSG3-GFP binding, flow cytometry; active compounds read low | binding (percent of control), % at 10 µM | AID 588358;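 active = binding more than 3 SD below its plate's average and above zero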;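 note: hits lower antibody fragment binding to DSG3; some compounds called inactive have numbers as strong as hits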
CAL PDZ FP-1 = inhibitors of human CAL PDZ peptide binding. Q9HD26. purified CAL PDZ, TMR-peptide fluorescence polarization, 1 h. inhibition, % at 24.9 µM. hit rate 0.92% among 300,000. AID 602252;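 active = mean inhibition of at least 30% with at least half of replicates also reaching 30%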;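 note: 0% = DMSO neutral control and 100% = excess unlabeled competitor peptide PRC23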
DAGLB inh = blocks human DAGLB lipase activity; Q8NCG7; HEK293T DAGLB membrane lysate, EnzChek fluorogenic substrate; inhibition, % at 5.17 µM; hit rate 0.059% among 340,000; in the data active = inhibition above about 34%;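 note: 0% = enzyme with vehicle and 100% = wells lacking enzyme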
Target sequence (Q8NCG7 whole entry, looked up): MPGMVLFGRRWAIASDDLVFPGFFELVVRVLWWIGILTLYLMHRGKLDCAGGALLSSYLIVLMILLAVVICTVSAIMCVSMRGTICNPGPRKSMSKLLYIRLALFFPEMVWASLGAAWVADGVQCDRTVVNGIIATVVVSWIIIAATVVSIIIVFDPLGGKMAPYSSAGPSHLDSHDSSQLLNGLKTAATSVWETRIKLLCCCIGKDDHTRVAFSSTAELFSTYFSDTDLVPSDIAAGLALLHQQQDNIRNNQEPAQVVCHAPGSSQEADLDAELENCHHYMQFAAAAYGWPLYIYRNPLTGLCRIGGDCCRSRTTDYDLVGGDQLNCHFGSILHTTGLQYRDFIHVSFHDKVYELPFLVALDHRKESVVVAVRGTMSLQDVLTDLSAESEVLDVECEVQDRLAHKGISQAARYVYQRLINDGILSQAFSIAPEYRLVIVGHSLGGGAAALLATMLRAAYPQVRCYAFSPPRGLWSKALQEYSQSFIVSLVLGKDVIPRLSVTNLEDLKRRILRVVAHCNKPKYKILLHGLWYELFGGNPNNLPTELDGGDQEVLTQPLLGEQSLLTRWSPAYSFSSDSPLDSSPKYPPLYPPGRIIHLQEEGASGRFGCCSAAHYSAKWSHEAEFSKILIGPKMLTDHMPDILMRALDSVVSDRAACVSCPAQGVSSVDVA
Cardiac RTF inh = cardiac RTF calcium desensitization; IANBD-labeled cardiac RTF, Ca2+ fluorescence; AID 493244; hit rate 0.12% among 340,000; inhibition, % at 7.15 µM;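 active = inhibition above the mean inhibition of all tested compounds plus 3 SD, cut at about 17% in these data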;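 note: assay run at fixed EC70 calcium of 1.6 mM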
C-LANA FP = inhibitors of KSHV LANA C-terminal domain DNA binding; hit rate 0.078% among 340,000; inhibition, % at 9 µM; MBP-C-LANA/FAM-LBS DNA binding, fluorescence polarization;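 active = highest replicate inhibition at or above 60% at 9 µM, even if other replicates fall short; inactive = all replicates below 60% inhibition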;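 note: 0% = neutral control wells and 100% = 4 µM acridine orange control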
CAL PDZ FP-2 = inhibitors of human CAL PDZ peptide binding; inhibition, % at 20 µM; AID 504414; hit rate 0.02% among 330,000; Q9HD26; purified CAL PDZ, TMR-peptide fluorescence polarization, 1 h;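 active = highest replicate inhibition of at least 40%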;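 note: plate controls were DMSO neutral control wells for no effect and unlabeled competitor peptide control wells for full effect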
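Read-out basis: mP drop reported as inhibition | Assay system: Tagged CAL PDZ protein CerCALP, purified | Benchmarks: Unlabelled peptide for full inhibition, DMSO wells as neutral | Schedule: 1 h incubation at room temperature before polarization reading | Buffer or medium: Sodium phosphate/NaCl buffer pH 7.4 with TCEP, IgG, Thesit | Doses: Single point, 20 µM | Measured by: Fluorescence polarization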
Arrestin-AP2 inh = human beta-arrestin and AP2 interaction inhibition. FITC-arrestin peptide / GST-AP2 beads, flow cytometry; AP2 beta2 appendage carries R879A mutation. AID 504490. hit rate 0.31% among 340,000. inhibition, % at 10 µM;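 active = inhibition above a set limit, near 3 SD of compounds lacking own fluorescence, cut at about 54% in these data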;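 note: plate controls were DMSO wells for no effect and 5 µM unlabelled arrestin peptide for full effect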
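Measured by: flow cytometry, FL1 (488/535 nm); Material: AP2 appendage R879A on GSH beads; Evaluation: percent response; Timing: pre-incubation 12 min, peptide binding 1 h, room temperature; Also added: 50 nM FITC-arrestin peptide; Medium: PBS with 0.05% Tween 20 and 0.1% BSA.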
NSD2 HMT inh = inhibitors of human histone methyltransferase NSD2; NSD2 peptide methylation, AlphaScreen, 120 min; inhibition, % at 12.5 µM; hit rate 0.54% among 310,000; AID 743445; in the data active = inhibition above about 50%
* hit, by the source's call. This is a subset, so the mix of outcomes need not match the whole.

Results for COC(=O)N/N=C\c1ccc(-c2cc(Cl)c(Cl)cc2Cl)o1 ?
V-ATPase pH: -1; Keap1 Nrf2 FP: -3; DSG3 Ab inh: 122; CAL PDZ FP-1: -1; DAGLB inh: 1; Cardiac RTF inh: 2; C-LANA FP: 2.1; CAL PDZ FP-2: -0.9; Arrestin-AP2 inh: -12; NSD2 HMT inh: -3

Results for CC(C)NC(=O)Cn1nnc(-c2cccc(NC(=O)c3ccccc3F)c2)n1 ?
V-ATPase pH: 2; Keap1 Nrf2 FP: 5; DSG3 Ab inh: 91; CAL PDZ FP-1: 0; DAGLB inh: 3; Cardiac RTF inh: -5; C-LANA FP: -1.0; Arrestin-AP2 inh: 8; NSD2 HMT inh: 3

How did COc1ccc(CN(C)C(=O)CCN2C(=O)c3ccccc3C2=O)c(OC)c1OC do in these assays?
V-ATPase pH: 1; Keap1 Nrf2 FP: -1; CAL PDZ FP-1: -8; DAGLB inh: 2; Cardiac RTF inh: -3; C-LANA FP: -0.7; CAL PDZ FP-2: -1.6; Arrestin-AP2 inh: -11; NSD2 HMT inh: -2

How did Cc1cccc(NCc2cccc3ccccc23)n1 do in these assays?
V-ATPase pH: 0; Keap1 Nrf2 FP: -2; DSG3 Ab inh: 125; CAL PDZ FP-1: -14; DAGLB inh: -2; Cardiac RTF inh: -5; C-LANA FP: 0.4; CAL PDZ FP-2: -1.2; Arrestin-AP2 inh: 0; NSD2 HMT inh: 7

Results for C=CCn1c(=O)c2ccccc2n2c(SCC(=O)Nc3sc(C)c(CC)c3C(=O)OCC)nnc12 ?
V-ATPase pH: -1; Keap1 Nrf2 FP: -3; DSG3 Ab inh: 79; CAL PDZ FP-1: -3; DAGLB inh: 0; Cardiac RTF inh: -15; C-LANA FP: -0.6; CAL PDZ FP-2: -2.3; Arrestin-AP2 inh: -4; NSD2 HMT inh: 1

How did CCc1ccc(C(C(=O)NCc2ccc(F)cc2)N(C(=O)c2csnn2)C2CC2)cc1 (stereo not given) do in these assays?
V-ATPase pH: -2; Keap1 Nrf2 FP: -1; DSG3 Ab inh: 102; CAL PDZ FP-1: -4; DAGLB inh: 0; Cardiac RTF inh: -24; C-LANA FP: 1.1; CAL PDZ FP-2: -0.3; Arrestin-AP2 inh: -6; NSD2 HMT inh: -2

How did CCN(CC)C(=S)SC1CCCCN(C(=O)c2ccccc2)C1=O (stereo not given) do in these assays?
V-ATPase pH: -2; Keap1 Nrf2 FP: 2; DSG3 Ab inh: 100; CAL PDZ FP-1: 6; DAGLB inh: -9; Cardiac RTF inh: 0; C-LANA FP: 22; CAL PDZ FP-2: -0.2; Arrestin-AP2 inh: -16; NSD2 HMT inh: 0

What do the screens show for `CCCN1CN(c2ccccc2)C(=S)N(c2ccccc2)C1`?
V-ATPase pH: -2; Keap1 Nrf2 FP: 3; DSG3 Ab inh: 93; DAGLB inh: 1; Cardiac RTF inh: -6; C-LANA FP: -1.9; CAL PDZ FP-2: 0.1; Arrestin-AP2 inh: -17; NSD2 HMT inh: -4

Results for COc1cccc(CN(CC(=O)NCC2CCCO2)C(=O)CCC(=O)Nc2cc(C)on2)c1 (stereo not given) ?
V-ATPase pH: 6; Keap1 Nrf2 FP: 0; DSG3 Ab inh: 82; CAL PDZ FP-1: -1; DAGLB inh: -2; Cardiac RTF inh: 3; C-LANA FP: -1.5; CAL PDZ FP-2: 0.2; Arrestin-AP2 inh: -7; NSD2 HMT inh: 0

Results for CCn1c(SC(C)C(=O)Nc2ccc(N3CCOCC3)cc2)nnc1-c1ccco1 (stereo not given) ?
V-ATPase pH: 0; Keap1 Nrf2 FP: 1; DSG3 Ab inh: 99; CAL PDZ FP-1: 1; DAGLB inh: 2; Cardiac RTF inh: -11; C-LANA FP: -0.1; CAL PDZ FP-2: -3.0; Arrestin-AP2 inh: 28; NSD2 HMT inh: -1

How did COc1ccc(CNC(=O)c2nn(C)c3c2CS(=O)(=O)c2ccccc2-3)cc1 do in these assays?
V-ATPase pH: 1; Keap1 Nrf2 FP: 3; DSG3 Ab inh: 109; CAL PDZ FP-1: -4; DAGLB inh: 2; Cardiac RTF inh: -3; C-LANA FP: -0.4; CAL PDZ FP-2: -3.7; Arrestin-AP2 inh: 22; NSD2 HMT inh: 6

How did COc1ccc(NC(=O)C2C(=O)N(C)C3(C)CC2c2ccccc2O3)cc1 (stereo not given) do in these assays?
V-ATPase pH: -3; Keap1 Nrf2 FP: 2; DSG3 Ab inh: 98; CAL PDZ FP-1: -5; DAGLB inh: -2; Cardiac RTF inh: -10; C-LANA FP: 3.0; CAL PDZ FP-2: -1.5; Arrestin-AP2 inh: -14; NSD2 HMT inh: -1

How did COc1cc(NC(=O)CSc2nnc3ccccn23)cc(OC)c1OC do in these assays?
V-ATPase pH: 0; DSG3 Ab inh: 105; DAGLB inh: -1; NSD2 HMT inh: -1

How did Cc1ccccc1NC(=O)CN1C(=O)C2C3CC(C(Br)C3Br)C2C1=O (stereo not given) do in these assays?
V-ATPase pH: 4; Keap1 Nrf2 FP: -1; DSG3 Ab inh: 94; DAGLB inh: -2; Cardiac RTF inh: -17; C-LANA FP: -0.2; CAL PDZ FP-2: -2.3; Arrestin-AP2 inh: -9; NSD2 HMT inh: 0

Results for CC[N+](C)(C)Cc1ccccc1Br ?
V-ATPase pH: 1; Keap1 Nrf2 FP: -3; DSG3 Ab inh: 106; CAL PDZ FP-1: -3; DAGLB inh: 0; Cardiac RTF inh: 4; C-LANA FP: 2.0; CAL PDZ FP-2: -0.2; Arrestin-AP2 inh: 2

Results for COC(=O)c1ccc(C2/C(=C(/O)c3ccc(OC)cc3)C(=O)C(=O)N2CC2CCCO2)cc1 (stereo not given) ?
V-ATPase pH: 3; Keap1 Nrf2 FP: -1; DSG3 Ab inh: 124; CAL PDZ FP-1: -3; DAGLB inh: 2; Cardiac RTF inh: -6; C-LANA FP: 0.2; CAL PDZ FP-2: -2.6; Arrestin-AP2 inh: 26; NSD2 HMT inh: -2

Results for CCCOc1ccccc1C1C(C(=O)OC)=CN(C(C)C)C=C1C(=O)OC ?
V-ATPase pH: 2; Keap1 Nrf2 FP: 0; CAL PDZ FP-1: -4; DAGLB inh: -5; Cardiac RTF inh: 4; C-LANA FP: -0.6; CAL PDZ FP-2: -0.1; Arrestin-AP2 inh: -2; NSD2 HMT inh: 1

How did CCCOC1CCCN(C(=O)c2ccc(OC3CCN(C(=O)COC)CC3)cc2)C1 (stereo not given) do in these assays?
V-ATPase pH: -7; Keap1 Nrf2 FP: -3; DSG3 Ab inh: 114; CAL PDZ FP-1: -6; DAGLB inh: 0; Cardiac RTF inh: -5; C-LANA FP: -2.2; CAL PDZ FP-2: -0.5; Arrestin-AP2 inh: 15; NSD2 HMT inh: -1

Results for CCc1ccc(S(=O)(=O)c2cn(C)c3cc(OC)c(OC)cc3c2=O)cc1 ?
V-ATPase pH: -6; Keap1 Nrf2 FP: -2; DSG3 Ab inh: 108; CAL PDZ FP-1: -3; DAGLB inh: 1; Cardiac RTF inh: -1; C-LANA FP: 1.1; CAL PDZ FP-2: -2.1; Arrestin-AP2 inh: -3; NSD2 HMT inh: -5

What do the screens show for `O=C(NCCCN1CCCC1=O)Nc1ccc([N+](=O)[O-])cc1`?
V-ATPase pH: 3; Keap1 Nrf2 FP: 1; DSG3 Ab inh: 101; CAL PDZ FP-1: -2; DAGLB inh: -2; Cardiac RTF inh: -8; C-LANA FP: 0.0; CAL PDZ FP-2: 0.6; Arrestin-AP2 inh: -8; NSD2 HMT inh: -3

How did O=C(/C=C1\NC2(CCCC2)Cc2ccccc21)C(=O)N/N=C/c1ccc(O)c(O)c1 do in these assays?
V-ATPase pH: 1; Keap1 Nrf2 FP: -5; DSG3 Ab inh: 99; CAL PDZ FP-1: -5; DAGLB inh: 18; Cardiac RTF inh: 7; C-LANA FP: -0.9; CAL PDZ FP-2: -0.9; Arrestin-AP2 inh: 4; NSD2 HMT inh: 25

Results for COCCN(Cc1ccccc1)P(=O)(O)c1ccccc1OCC(=O)O ?
V-ATPase pH: 0; Keap1 Nrf2 FP: -7; DSG3 Ab inh: 103; CAL PDZ FP-1: -3; DAGLB inh: 1; Cardiac RTF inh: 5; C-LANA FP: -0.5; CAL PDZ FP-2: 0.7; Arrestin-AP2 inh: -7; NSD2 HMT inh: 7

How did Cc1ccc(C)c(N2CCN(S(=O)(=O)c3c(C)[nH]c(C)c3C(=O)N3CCCC3)CC2)c1 do in these assays?
V-ATPase pH: 2; Keap1 Nrf2 FP: -5; DSG3 Ab inh: 102; CAL PDZ FP-1: -1; DAGLB inh: -6; Cardiac RTF inh: -2; C-LANA FP: -1.7; CAL PDZ FP-2: -3.9; Arrestin-AP2 inh: 1; NSD2 HMT inh: 6

How did O=C(C1CC1)N1CCc2cc(S(=O)(=O)N3CCN(c4ccccc4)CC3)ccc21 do in these assays?
V-ATPase pH: 2; Keap1 Nrf2 FP: -4; CAL PDZ FP-1: -2; DAGLB inh: 0; Cardiac RTF inh: -12; C-LANA FP: 0.0; CAL PDZ FP-2: 0.3; Arrestin-AP2 inh: 1; NSD2 HMT inh: -2

How did CC(=O)N1CCN(C(=O)COC(=O)CNC(=O)c2ccccc2C)CC1 do in these assays?
V-ATPase pH: -2; Keap1 Nrf2 FP: -6; DSG3 Ab inh: 112; CAL PDZ FP-1: 1; DAGLB inh: 2; Cardiac RTF inh: -10; C-LANA FP: 1.4; CAL PDZ FP-2: 1.1; Arrestin-AP2 inh: 0; NSD2 HMT inh: -3

Results for CCOC(=O)CSc1nc2cc(S(=O)(=O)Nc3ccccc3OC)ccc2o1 ?
V-ATPase pH: 0; Keap1 Nrf2 FP: -1; DSG3 Ab inh: 102; CAL PDZ FP-1: 8; DAGLB inh: -2; Cardiac RTF inh: -6; C-LANA FP: 2.5; CAL PDZ FP-2: -0.9; Arrestin-AP2 inh: -6; NSD2 HMT inh: 6

What do the screens show for `COC(CNS(=O)(=O)c1cccc2nonc12)OC`?
V-ATPase pH: 0; Keap1 Nrf2 FP: 0; DSG3 Ab inh: 98; CAL PDZ FP-1: -6; DAGLB inh: -2; Cardiac RTF inh: -6; C-LANA FP: -1.9; Arrestin-AP2 inh: -4; NSD2 HMT inh: 2

Results for CC1(C)CC(=O)N(CC(=O)O)c2ccccc2S1 ?
V-ATPase pH: -5; Keap1 Nrf2 FP: -2; DSG3 Ab inh: 69; DAGLB inh: 0; Cardiac RTF inh: 3; C-LANA FP: -0.2; CAL PDZ FP-2: -0.4; Arrestin-AP2 inh: 24; NSD2 HMT inh: 0
